Screening data as filed in PubChem BioAssay.
LAP4-GFP MLPCN: yeast TOR pathway LAP4-GFP modulation. S. cerevisiae LAP4-GFP multiplex, flow cytometry GFP, 3 h; median GFP as percent of DMSO wells. GFP response vs DMSO, % at 10 µM. actives 0.34% (n = 320,000). AID 2023;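 active = GFP response vs DMSO above a set limit, about the screen mean plus 3 SD, cut at about 150% in these data; inconclusive = under 70 cell events counted for the yeast strain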
AGP1-GFP MLPCN: alters AGP1-GFP fluorescence in TOR pathway yeast screen. S. cerevisiae AGP1-GFP multiplex flow cytometry, 3 h; GFP as percent of DMSO wells. GFP response vs DMSO, % at 10 µM. AID 2066. actives 0.02% (n = 320,000);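 active = GFP response relative to DMSO above a set limit, near screen average plus 3 SD, cut at about 150% in these data; inconclusive = fewer than 70 cells counted for the yeast strain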;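 also: median GFP channel fluorescence of the gated AGP1 strain per well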
RPL19A TOR yeast: yeast TOR pathway RPL19A-GFP modulation | percent response vs DMSO, % at 10 µM | S. cerevisiae RPL19A-GFP strain, flow cytometry, 3 h; stronger effect = lower value | actives 0.3% (n = 330,000);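 active = percent response vs DMSO below 50%; inconclusive = fewer than 70 events counted for the yeast strain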;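 also: median channel GFP fluorescence of the barcoded RPL19A-GFP strain; ratio of sample median GFP to plate DMSO average so 100% = DMSO; lower means less RPL19A-GFP as with rapamycin TOR inhibition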
CIT2 TOR yeast: alters CIT2-GFP fluorescence in TOR pathway yeast screen; GFP response vs DMSO, % at 10 µM; actives 0.065% (n = 320,000); S. cerevisiae CIT2-GFP strain, flow cytometry, 3 h; 100 means same as DMSO wells;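 active = GFP response relative to DMSO above a set limit, near the screen mean plus 3 SD, cut at about 150% in these data; inconclusive = Fewer than 70 cells measured for a yeast strain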;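 also: ratio of well median GFP fluorescence to mean of DMSO wells on the plate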
JMJD2C inh: inhibitors of human GASC-1 (JMJD2C) demethylase | Q9H3R0 | actives 0.069% (n = 330,000) | GST-JMJD2C(1-420) H3K9me3 demethylation, DELFIA europium | inhibition, % at 2.35 µM | AID 2099;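 active = more than half of a compound's replicate wells show inhibition beyond 50%, single wells judged on their own value; inconclusive = some, but no more than half, of replicates pass 50% inhibition; inactive = no replicate passes 50% inhibition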;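 also: signal counts dimethyl H3K9 product captured on neutravidin plate; 0% = median of DMSO wells and 100% = 0.3 times that DMSO median; strong numbers were not always called active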
GRK2 aptamer HTS: blocks RNA aptamer binding to human GRK2; P25098; bead flow cytometry, FAM-aptamer displacement from GRK2; inhibition of aptamer binding, % at 10 µM; actives 0.59% (n = 330,000);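 active = inhibition of aptamer binding above 40%, roughly 3 SD of noise, on plates passing a quality check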;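 also: median bead fluorescence of bound FAM aptamer so fluorescent compounds give negative values; no value below 0 was filed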
Target sequence (P25098 whole entry, looked up): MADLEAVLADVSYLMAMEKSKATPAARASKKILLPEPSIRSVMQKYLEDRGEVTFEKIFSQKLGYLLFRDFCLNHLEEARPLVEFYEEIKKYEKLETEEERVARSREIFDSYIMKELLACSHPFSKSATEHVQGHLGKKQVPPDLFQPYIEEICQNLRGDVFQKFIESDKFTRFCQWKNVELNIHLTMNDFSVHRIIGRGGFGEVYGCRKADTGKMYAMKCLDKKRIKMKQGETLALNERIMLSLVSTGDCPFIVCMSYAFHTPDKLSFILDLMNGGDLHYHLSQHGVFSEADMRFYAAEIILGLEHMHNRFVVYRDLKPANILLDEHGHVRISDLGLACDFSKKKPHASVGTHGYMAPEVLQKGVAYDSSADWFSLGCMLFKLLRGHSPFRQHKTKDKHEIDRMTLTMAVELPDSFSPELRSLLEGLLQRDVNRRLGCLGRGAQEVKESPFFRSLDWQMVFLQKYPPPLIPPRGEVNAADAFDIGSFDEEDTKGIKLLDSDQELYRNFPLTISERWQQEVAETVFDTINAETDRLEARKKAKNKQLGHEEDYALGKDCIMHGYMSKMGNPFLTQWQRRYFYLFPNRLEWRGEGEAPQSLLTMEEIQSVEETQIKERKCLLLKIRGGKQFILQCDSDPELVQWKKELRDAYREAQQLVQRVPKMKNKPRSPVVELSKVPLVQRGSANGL
MEP2-GFP yeast: modulators of TOR pathway MEP2-GFP in S. cerevisiae. S. cerevisiae MEP2-GFP strain, flow cytometry GFP, 3 h; 100% = DMSO control level. GFP response vs DMSO, % at 10 µM. actives 0.51% (n = 330,000). AID 2016;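 active = GFP response versus DMSO above a set limit, roughly screen mean plus 3 SD, cut at about 180% in these data; inconclusive = fewer than 70 cells counted for a yeast strain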;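 also: median GFP fluorescence of the barcode-gated MEP2-GFP cells per well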
VLA-4 inh: inhibition in a human VLA-4 binding assay; VLA-4 expressing cells, ligand binding flow cytometry; inhibition, % (about 7 µM as worked out from the volumes in the protocol); actives 0.2% (n = 330,000); AID 2557; in the data active = inhibition above about 50%
Active calls of the source: *; ? = inconclusive; nt = no result given.

entry	LAP4-GFP MLPCN	GRK2 aptamer HTS	VLA-4 inh	JMJD2C inh	CIT2 TOR yeast	RPL19A TOR yeast	MEP2-GFP yeast	AGP1-GFP MLPCN	SMILES
1	110.2	0.0	0.5	-20.6	102.7	106.4	112.3	105.0	CC1CN(C(=O)/C=C/c2ccc3c(c2)OCO3)CC(C)O1 (stereo not drawn)
2	95.0	1.0	-3.3	9.2	102.4	98.5	106.6	101.3	Cc1ccc(-n2c(C)cc(C(=O)COc3c(CO)cc(F)cc3CO)c2C)cc1C
3	131.5	0.0	22.7	-1.4	91.3	93.2	101.3	96.4	Cc1c(C=O)c2ccccn2c1C(=O)c1ccc(Cl)c([N+](=O)[O-])c1
4	106.3	0.0	-2.1	2.9	87.5	96.5	95.0	92.6	O=[N+]([O-])c1c(C(Cl)Cl)nn(-c2ccccc2)c1N1CCCC1
5	108.6	2.0	-1.4	2.4	89.0	100.3	96.8	97.8	Cc1ccc(Nc2nnc(SCC(=O)NC3CC3)s2)cc1
6	91.9	0.0	4.3	-11.2	96.9	99.1	100.8	92.2	CC(=O)c1cc2c(cc1NS(=O)(=O)c1ccccc1C)OCO2
7	82.2	0.0	-1.6	-8.7	88.3	91.3	92.2	88.2	COc1ccccc1C(=O)NCC(C)(C)CN=C1NS(=O)(=O)c2ccccc21
8	99.7	3.0	2.5	3.7	100.2	101.1	102.1	92.3	COc1ccc(-c2cn[nH]c2-c2ccc(OC)cc2)cc1
9	101.7	14.0	4.4	27.2	102.7	97.8	102.2	99.8	CC1CCC(NC(=O)CN2CCCN(Cc3ccc(F)cc3Cl)C2=O)CC1 (stereo not drawn)
10	102.6	3.0	-7.2	2.8	102.4	99.2	101.0	101.7	O=C(NN1C(=O)NC2(CCCCC2)C1=O)c1cc2ccccc2o1
11	92.0	0.0	-3.4	-2.5	98.2	96.3	95.2	96.7	Cc1cc(C)c2c(-c3ccc(F)cc3)c(C#N)c(=O)n(C)c2n1
12	90.1	0.0	17.4	-3.8	110.3	104.9	109.6	102.1	O=C(Nc1ccc(Cl)c(C(F)(F)F)c1)c1ccco1
13	98.7	4.0	7.3	-11.4	108.3	105.2	103.2	111.1	COC(=O)CCCn1c(C)cc(C(=O)CCl)c1C
14	111.8	1.0	-6.6	-1.0	92.2	103.1	107.2	99.5	Cc1ccc(OCC(=O)NCCc2c[nH]c3ccccc23)cc1
15	?	0.0	6.2	-3.9	?	?	?	?	CCC(C)(C)NC(=O)CN(C(=O)C(=O)Nc1ccc2c(c1)OCCO2)C1CC1

One compound at a time (already shown). Order of screens: LAP4-GFP MLPCN, GRK2 aptamer HTS, VLA-4 inh, JMJD2C inh, CIT2 TOR yeast, RPL19A TOR yeast, MEP2-GFP yeast, AGP1-GFP MLPCN
Results for CC1CCC(NC(=O)CN2CCCN(Cc3ccc(F)cc3Cl)C2=O)CC1 (stereo not drawn) = 101.7, 14.0, 4.4, 27.2, 102.7, 97.8, 102.2, 99.8
Results for COc1ccc(-c2cn[nH]c2-c2ccc(OC)cc2)cc1 = 99.7, 3.0, 2.5, 3.7, 100.2, 101.1, 102.1, 92.3
Results for COc1ccccc1C(=O)NCC(C)(C)CN=C1NS(=O)(=O)c2ccccc21 = 82.2, 0.0, -1.6, -8.7, 88.3, 91.3, 92.2, 88.2

Ordered by value in CIT2 TOR yeast (lowest first): some entries from above
| item | Molecule | LAP4-GFP MLPCN | GRK2 aptamer HTS | VLA-4 inh | JMJD2C inh | CIT2 TOR yeast | RPL19A TOR yeast | MEP2-GFP yeast | AGP1-GFP MLPCN |
| --- | --- | --- | --- | --- | --- | --- | --- | --- | --- |
| 7 | COc1ccccc1C(=O)NCC(C)(C)CN=C1NS(=O)(=O)c2ccccc21 | 82.2 | 0.0 | -1.6 | -8.7 | 88.3 | 91.3 | 92.2 | 88.2 |
| 8 | COc1ccc(-c2cn[nH]c2-c2ccc(OC)cc2)cc1 | 99.7 | 3.0 | 2.5 | 3.7 | 100.2 | 101.1 | 102.1 | 92.3 |
| 9 | CC1CCC(NC(=O)CN2CCCN(Cc3ccc(F)cc3Cl)C2=O)CC1 (stereo not drawn) | 101.7 | 14.0 | 4.4 | 27.2 | 102.7 | 97.8 | 102.2 | 99.8 |

Remaining list, next part
entry	LAP4-GFP MLPCN	GRK2 aptamer HTS	VLA-4 inh	JMJD2C inh	CIT2 TOR yeast	RPL19A TOR yeast	MEP2-GFP yeast	AGP1-GFP MLPCN	SMILES
16	100.0	5.0	-8.9	4.9	108.9	100.0	98.1	98.2	CC1(C)Cc2c(sc3ncnc(N)c23)CO1
17	97.9	0.0	4.4	53.3*	nt	99.0	105.9	101.2	CC(C)=CCN1CCN(Cc2cn[nH]c2C2CCCCC2)CC1CCO (stereo not drawn)
18	102.2	0.0	1.2	-19.9	91.9	92.1	99.6	102.0	CC(C)CC(NC(=O)c1ccc(C#CC(C)(C)O)s1)C(=O)O (stereo not drawn)
19	95.2	2.0	-1.1	-2.0	99.8	102.2	114.5	96.4	O=[N+]([O-])c1ccc(C2=Nc3cc(Cl)ccc3OC2)cc1
20	108.5	0.0	13.7	2.8	100.6	103.3	103.6	102.9	Cc1ccc(C(=O)N2CCN(c3cccc(Cl)c3)CC2)cc1C
21	108.0	0.0	-2.5	21.2	98.8	103.5	98.0	96.4	Cc1ccc(CNC(=O)CSc2nc(C)cc(C)c2C#N)cc1
22	111.2	0.0	-6.9	-15.2	68.5	98.1	92.5	79.6	Cc1cc(CNC(=O)[C@H]2C[C@@H]2[C@H](NP(=O)(c2ccccc2)c2ccccc2)c2ccccc2)nn1C
23	99.5	3.0	7.6	23.8	96.3	99.7	105.2	98.7	O=C(/C=C/Nc1ccc(OC(F)(F)F)cc1)C(F)(F)F
24	103.1	0.0	-9.6	-2.9	108.8	100.0	104.0	107.7	CCOc1ccc(/C=N/NC(=O)c2ccc(O)cc2)cc1CN1CC2CC(C1)c1cccc(=O)n1C2 (stereo not drawn)
25	103.1	0.0	-2.0	23.2	105.6	102.3	106.1	105.6	O=S(=O)(NNc1ccc(Cl)nn1)c1ccc(F)cc1
26	97.8	0.0	8.2	-7.2	100.4	100.0	101.8	102.9	CC1(C)CC(=O)c2cc(O)ccc2O1
27	105.1	1.0	20.9	-3.1	92.3	97.5	98.6	98.2	O=C(O)c1ccc(-c2noc(-c3cccc(Cl)c3)n2)cc1
28	96.9	2.0	3.9	-20.9	110.3	98.0	98.4	101.1	O=C(COC(=O)c1ccc(F)cc1)Nc1nc2ccc([N+](=O)[O-])cc2s1
29	93.7	5.0	1.4	5.6	94.8	105.8	105.1	98.9	O=C(Nc1ccccn1)c1ccc(CN(c2ccccc2)S(=O)(=O)c2ccccc2)cc1
30	100.3	12.0	7.2	3.3	105.8	104.3	102.7	97.8	Cc1nn(CCC(N)=S)c2nc(-c3cccs3)cc(C(F)(F)F)c12
31	93.6	0.0	-0.5	-0.2	91.0	98.6	97.7	95.2	Cc1cc(C(=O)CSc2nnnn2C)c(C)n1CCc1ccc(F)cc1
32	106.6	0.0	12.7	-13.6	78.9	85.2	90.9	96.9	Cc1cc(C)c(/C([O-])=C(/C(=S)Nc2ccc(SC(F)F)cc2)[n+]2ccccc2)cc1C
33	98.6	4.0	-8.5	6.2	95.6	96.0	93.9	101.3	O=c1[nH]c(CN2CCN(S(=O)(=O)c3cccs3)CC2)nc2c(Br)cc(Br)cc12
34	106.7	0.0	-0.8	-4.4	113.5	104.9	103.2	103.1	Cc1cccc(N(CC(=O)N/N=C/c2ccc(OCC(=O)NCc3ccco3)cc2)S(C)(=O)=O)c1C
35	109.9	0.0	-14.1	10.2	101.3	102.9	104.7	108.9	COc1cc(/C=C/C(=O)OCC(=O)NC2CCS(=O)(=O)C2)ccc1OC(F)F (stereo not drawn)
36	97.6	1.0	12.8	11.1	104.1	103.8	105.8	103.8	O=C(COc1ccc2c(c1)OCO2)Nc1nnc(Cc2ccccc2)s1
37	102.2	0.0	3.9	2.2	94.7	96.5	95.3	98.2	CC(C)Cc1cc(C(=O)NCc2cccnc2)no1
38	89.3	2.0	1.8	2.6	99.1	104.0	97.8	95.7	CCOC(=O)C1(CCCc2ccccc2)CCN(C(=O)c2cnc(C)cn2)CC1
39	103.2	1.0	45.2	4.8	106.4	112.9	102.5	109.0	CCNC(=S)Nc1cc(OCC)c(N2CCOCC2)cc1OCC
40	107.4	0.0	9.4	-1.4	92.8	98.8	102.9	101.6	Cc1ccc(/C=C2\SC(=S)N(CCCC(=O)Nc3ccc(O)cc3)C2=O)cc1
41	106.8	1.0	-6.0	-5.8	104.9	101.8	111.7	103.8	COc1ccc(NC(=O)CSc2nc3ccsc3c(=O)n2CCC(=O)O)c(OC)c1
42	103.6	1.0	-5.0	3.4	82.8	91.3	96.4	89.8	O=C(Cc1nc2ccccc2[nH]1)c1cccc([N+](=O)[O-])c1
43	95.5	0.0	-85.2	-8.3	112.5	110.2	106.9	107.6	COc1cccc2c1C(=O)C=C(C)C2=O
44	94.6	0.0	15.7	-6.9	87.3	90.8	93.3	91.9	Cc1nnc(SCC(=O)N(C2CCCCC2)C2CCS(=O)(=O)C2)n1C (stereo not drawn)
45	91.2	0.0	-2.2	-1.5	94.6	96.6	96.5	95.0	CCCC(C(=O)NC(C)(C)C)N(CC1CCCO1)C(=O)CNS(=O)(=O)c1ccc(F)cc1 (stereo not drawn)
46	84.7	3.0	-2.0	7.2	82.5	87.8	100.0	81.5	CCCC(=O)Nc1ccc2c(c1)nc1n2CCN(C2CCCCC2)C1
47	94.5	0.0	-7.0	-9.3	95.3	78.1	119.0	67.8	CC(C)c1[nH]nc2c1C1(CCN(Cc3ccccc3)CC1)C(C#N)=C(N)O2
48	100.7	1.0	-7.4	21.2	91.3	93.5	108.4	83.5	CCOC(=O)c1c(C)n(OCc2ccccc2)c2ccc3c(no[n+]3[O-])c12
49	118.8	0.0	-5.2	nt	90.3	87.9	78.1	76.6	C#CCOCCOCCOCCNc1nc(N2CCOCC2)nc(N2CCN(C(=O)CCCCCCCCCCNC(=O)[C@H]([C@@H](C)CC)n3cc(CCCCN=C(N)N)nn3)CC2)n1
50	125.4	2.0	23.0	10.0	107.7	113.1	111.0	112.4	O=c1c(Br)c(N2CCCCC2)cnn1-c1ccccc1
51	96.7	10.0	8.7	12.1	97.6	100.6	107.0	97.4	Cc1cc(Cl)nc(NC(=O)Nc2cccc(Cl)c2)n1
52	97.3	2.0	21.5	-21.4	87.0	102.6	92.8	112.8	CCSc1nc(-c2ccccc2)c2cc(Cl)ccc2n1
53	91.2	0.0	2.4	21.7	91.8	97.9	94.9	85.2	O=C(CNC(=S)N(CCCN1CCOCC1)Cc1cccs1)N1CCCCCC1
54	96.2	0.0	-8.8	3.9	100.6	97.7	95.9	100.2	c1cncc(-c2nc3ccccn3c2Nc2ccc3c(c2)OCCO3)c1
55	91.8	0.0	5.6	-5.9	87.9	88.4	88.7	95.9	O=C(CSc1nc2nn(-c3ccccc3)c(=O)c-2c2n1CCCCC2)c1ccc(OC(F)F)cc1
